# PLK1 kinase inh = inhibitors of human PLK1 kinase; P53350; recombinant PLK1 kinase, TR-FRET peptide phosphorylation; inhibition, % at 10 µM; hit rate 0.53% among 97,000; AID 619;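 active means inhibition of 50% or more in the single-concentration screen; inactive means inhibition below 50%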;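 further: 0% = DMSO max control and 100% = H-89 dihydrochloride min control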
# PTPN22 act = LYP (human) phosphatase activation. recombinant LYP, DiFMUP fluorescence; 0 = plate median, 100 = signal doubled. AID 697. activation, % at 2 µM. hit rate 0.11% among 96,000. Q9Y2R2;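 active means activation at 2 µM above a set limit, the mean plus 5 SD, cut at about 37% in these data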
# LYP inh 2 = blocks human PTPN22 phosphatase activity. Q9Y2R2. recombinant LYP catalytic domain, DiFMUP fluorescence. inhibition, % at 2 µM. hit rate 0.21% among 96,000;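 active means inhibition at 2 µM at or above a set limit, the screen mean plus 3 SD, cut at about 24% in these data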;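 further: 0% = DMSO with enzyme and 100% = enzyme fully blocked by orthovanadate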
# Pyk2 oligo antag = Pyk2 (human) oligomerization antagonism | z-score (the deposit names both 25 µM and 10 µM) | AID 1347419 | Q293 cells, Pyk2 FERM NanoBiT luminescence; hits give low values | hit rate 0.83% among 99,000 | Q14289;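 active means Z-score of -3 or lower, scaled per plate to the spread of control and sample wells; inactive means z-score above -3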;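 further: negative z-score means lost luminescence so less FERM oligomerization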
# PLK1 PBD inh = blocks phosphopeptide binding to human Plk1 polo box domain. AID 693. hit rate 0.13% among 97,000. inhibition, %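 (tested at about 20 µM)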. P53350. Plk1 PBD phosphopeptide binding, fluorescence polarization; in the data active means inhibition above about 34%, passing the limit was not always enough
# cytoskel mod = alters cytoskeleton assembly in HUVEC cells | HUVEC TNFa F-actin phalloidin imaging, high content | AID 836 | hit rate 0.18% among 91,000 | inhibition, % at 2 µM;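 active means inhibition above the batch mean plus 3 SD and confirmed as a hit by visual image inspection, cut at about 30% in these data, passing the limit was not always enough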; further: strong numbers were not always called active
# EphB4 antag = antagonists of human EphB4-ephrin-B2 interaction; P54760; EphB4 LBD / TNYL-RAW-Alexa532 peptide, fluorescence polarization; inhibition, % at 7 µM; hit rate 0.15% among 97,000; AID 720;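 active means inhibition above the screen-wide mean inhibition plus 3 SD, cut at about 15% in these data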;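 further: 0% = DMSO wells and 100% = excess unlabeled TNYL-RAW peptide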
# Target sequence (P54760 whole entry, looked up, the tested form may be a part): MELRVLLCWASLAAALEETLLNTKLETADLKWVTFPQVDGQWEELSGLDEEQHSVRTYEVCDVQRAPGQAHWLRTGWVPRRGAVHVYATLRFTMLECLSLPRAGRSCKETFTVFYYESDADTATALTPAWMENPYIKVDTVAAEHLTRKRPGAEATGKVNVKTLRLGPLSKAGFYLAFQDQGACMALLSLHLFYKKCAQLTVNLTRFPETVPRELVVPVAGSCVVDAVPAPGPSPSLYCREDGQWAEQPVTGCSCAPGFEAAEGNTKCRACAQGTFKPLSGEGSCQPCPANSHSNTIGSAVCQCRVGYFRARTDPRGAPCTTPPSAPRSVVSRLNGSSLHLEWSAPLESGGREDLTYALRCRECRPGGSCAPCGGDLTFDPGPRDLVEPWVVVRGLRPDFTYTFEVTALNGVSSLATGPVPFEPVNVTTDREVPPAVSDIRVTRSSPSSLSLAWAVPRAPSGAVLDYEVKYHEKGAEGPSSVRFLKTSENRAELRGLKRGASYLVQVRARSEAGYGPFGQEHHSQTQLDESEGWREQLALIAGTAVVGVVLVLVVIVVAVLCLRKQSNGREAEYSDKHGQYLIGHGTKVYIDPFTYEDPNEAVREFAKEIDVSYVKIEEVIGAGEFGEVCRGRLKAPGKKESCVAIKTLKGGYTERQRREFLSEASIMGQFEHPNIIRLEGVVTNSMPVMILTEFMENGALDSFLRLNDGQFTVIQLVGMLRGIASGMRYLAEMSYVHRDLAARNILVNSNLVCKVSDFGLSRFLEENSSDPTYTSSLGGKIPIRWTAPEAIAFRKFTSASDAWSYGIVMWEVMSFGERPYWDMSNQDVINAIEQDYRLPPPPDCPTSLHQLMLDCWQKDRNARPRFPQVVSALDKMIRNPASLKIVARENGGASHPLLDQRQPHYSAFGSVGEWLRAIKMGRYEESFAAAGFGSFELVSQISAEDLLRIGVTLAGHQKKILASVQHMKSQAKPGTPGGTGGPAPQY
# Rev-RRE block = disrupts HIV-1 Rev binding to RRE RNA; inhibition, % at 8 µM; hit rate 0.79% among 97,000; Rev peptide-RRE RNA binding, FRET;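 active means inhibition above the screen-wide mean plus 3 SD, cut at about 35% in these data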;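 further: 0% = median DMSO wells and 100% = median Neomycin B control wells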
# Target sequence (P05866 whole entry, looked up): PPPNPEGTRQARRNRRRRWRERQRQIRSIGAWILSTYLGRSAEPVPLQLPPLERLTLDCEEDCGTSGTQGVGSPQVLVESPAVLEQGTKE
#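 Test system: Cy5-tagged RRE RNA duplex with fluorescein-tagged Rev peptide | Read-out: % inhibition of FRET ratio versus controls | Probe or stimulus: Labelled Rev peptide | Incubation: 5 min RNA-compound premix plus 15 min binding step, 25 °C | Technique: FRET fluorescence readout | Benchmarks: DMSO low control, neomycin B high control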
# FAK inh = inhibitors of human focal adhesion kinase; Q05397; inhibition, %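 (tested at 7 µM)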; biochemical FAK kinase activity assay; hit rate 0.84% among 97,000; in the data active means inhibition above about 19%;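 further: 0% = DMSO and 100% = reference compound high control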
# Active calls of the source: *; / = no result given.
SMILES,PLK1 kinase inh,PTPN22 act,LYP inh 2,Pyk2 oligo antag,PLK1 PBD inh,cytoskel mod,EphB4 antag,Rev-RRE block,FAK inh
Cc1cc(C)n(-c2nc(-c3ccc(Cl)c(Cl)c3)cs2)n1,-9,-6,8,1.8,23,11,-10,-1,-5
CS(=O)(=O)N(CC(=O)NC1CCCC1)c1cccc(F)c1,-8,0,-3,0.8,21,13,-2,1,-1
Cc1cccc(NC(=O)c2ccc(-n3cccn3)c([N+](=O)[O-])c2)c1,-12,8,-4,-0.39,9,1,-6,-3,1
COc1ccc(CC(=O)Nc2ccc(OC)c(NC(=O)c3ccco3)c2)cc1,-13,-10,7,-0.41,9,-1,-1,1,0
COc1c(F)c(F)c(C(=O)Nc2ccc(N3CCN(C(C)=O)CC3)c(Cl)c2)c(F)c1F,-18,0,-2,-1.2,7,-3,-3,6,2
CCn1c(SCC(=O)Nc2nc3ccc(OC)cc3s2)nnc1-c1ccoc1C,-8,-6,6,0.3,-20,-9,7,9,6
Cc1cccc(-n2ncc(C#N)c2-n2cccc2)c1,-4,9,-13,0.93,-4,-9,9,6,2
CCOc1cccc(CNCCNC(=O)c2nonc2N)c1,-10,-1,3,0.64,8,19,4,6,-1
COc1cc(Cl)c(S(=O)(=O)NCCN2CCOCC2)cc1Cl,-3,1,0,1.5,2,-4,-6,10,-3
CC(=O)CC(c1ccc([N+](=O)[O-])cc1)c1c(O)c2ccccc2oc1=O (stereo not given),4,0,3,/,11,-15,5,3,9
CC(C)COCC1CC2(CC(C)(c3csc(N)n3)OC2=O)C(=O)O1 (stereo not given),-8,-5,3,-0.35,6,6,-1,-1,-2
CCOc1ccc2nc(SCC(=O)N3CCCc4ccccc43)sc2c1,-9,-10,12,-0.38,1,5,-2,8,1
CCOC(=O)CSc1nnc(-c2ccoc2C)n1-c1ccc(C)cc1,-11,-8,6,-0.48,10,-14,5,-2,1
Cc1onc(-c2ccccc2Cl)c1C(=O)Nc1ccccc1N1CCOCC1,-8,0,1,-0.78,13,10,0,11,-1
COCc1nnc(SCC(=O)NCc2ccccc2)n1-c1ccccc1,-5,0,0,0.62,12,-2,-2,2,0
O=[N+]([O-])c1ccccc1/C=N/Nc1nccnc1Cl,-7,16,-13,1.6,-11,-6,-6,6,-8
Cc1ccccc1CS(=O)(=O)c1nnc([C@H](CC(C)C)NC(=O)OC(C)(C)C)o1,-11,0,3,-1.1,-13,24,-3,-2,-1
CC(=O)Nc1ccc2c(c1)CCCN2C(=O)c1ccccc1,-9,-3,6,-0.8,2,12,2,7,2
CSC1=NC2C(N1)N(C)C(=O)N2C (stereo not given),-2,0,2,0.79,5,-13,6,6,-1
CN=c1scc(-c2ccc(Br)cc2)n1C,-13,8,-5,1,13,-6,5,3,-1
CCOC(=O)CSc1nnc(-c2ccccc2OC)o1,-14,34,-34,0.5,1,-6,-7,5,-1
O=C(Nc1c(Cl)cc(Cl)cc1C(=O)NCCN1CCOCC1)c1ccc(Cl)cc1Cl,-8,-2,1,-0.31,-3,0,8,11,0
COC(=O)C1=C(CSc2nc3c(cc2C#N)CN(C)CC3)OC(N)=C(C#N)C1c1ccccc1F (stereo not given),0,-9,10,0.13,-26,20,-4,54*,14
Cc1nnc(NC2CCCCC2)[nH]c1=O,-10,-10,5,0.57,-2,-4,5,-2,0
Cn1cnnc1SCc1nc(N)nc(Nc2ccccc2)n1,-10,-2,4,-0.41,-2,-7,0,6,-1
CCOC(=O)c1c(NC(=O)CSc2nnc(-c3ccccc3)n2CC)sc(C(C)=O)c1C,-8,-3,1,-1.5,-6,19,-10,6,-2
Cc1cccc(NC(=O)c2cccc3c2C(=O)c2ccccc2-3)c1,-10,-6,8,0.25,-8,-19,2,5,9
O=C(CSC1=Nc2ccccc2C2=NC(CC(=O)NC3CCCCC3)C(=O)N12)NCc1ccco1 (stereo not given),-14,-3,1,-0.71,0,-45,0,8,3
COCCNC(=O)c1cc2sc3ccccc3c2s1,-14,6,-7,0.59,-13,12,-2,4,0
CCOC(=O)c1cnc(SC)nc1Nc1cccc(F)c1,4,2,-2,-1.2,0,-11,-2,6,8
CC(C)CSc1nc(N2CCOCC2)c2c(c1C#N)CC(C)(C)SC2,-1,-1,0,-0.44,-8,26,0,4,0
Cc1ccc(NC(=O)CSc2n[nH]c(-c3ccncc3)n2)cc1,-7,7,-7,-0.71,4,-21,0,8,4
CCOCCCNc1ncnc2c1[nH]c1ccccc12,-2,-4,2,0.81,3,-14,-4,9,-4
COc1ccc(-c2oc(NC(=O)CSc3nncn3C)c(C#N)c2-c2ccc(OC)cc2)cc1,-17,-9,6,-3.8*,-29,-22,9,-2,-2
CC(NC(=O)COc1ccccc1)C1COc2ccccc2O1 (stereo not given),-12,-5,5,1.1,-8,12,1,0,-1
N#CC(c1ccc(O)cc1)N1CCCCC1 (stereo not given),-8,-6,8,0.92,29,-19,-2,8,1
CS(=O)(=O)Nc1ccc(-c2n[nH]c(=S)n2-c2ccccc2)cc1,-7,1,-4,-0.2,2,-20,2,5,-2
O=C1C2(c3ccccc3)CN(CCCO)CC1(c1ccccc1)CN(CCCO)C2,-10,2,-1,0.03,-4,-12,5,3,0
Cc1ccccc1N=C/C=C1/C=C(c2ccccc2)OC(C)(C)O1,-9,-5,1,0.02,10,14,1,-4,-1
CCCn1c(NC(=O)C2COc3ccccc3O2)nc2ccccc21 (stereo not given),-9,3,-5,0.6,-5,-9,17*,8,1
CC(C)COP(=O)(c1ccc(N(C)C)cc1)C(O)c1ccccc1F (stereo not given),-13,6,-6,0.12,5,-7,0,0,0
COc1cc(NC(=O)c2cc3nc(C4CC4)cc(C(F)(F)F)n3n2)c(OC)cc1Cl,-14,2,2,-0.54,-11,1,2,11,-1
CN1CCN(S(=O)(=O)c2ccc(NC(=O)Cc3cccs3)cc2)CC1,-17,21,-24,-0.44,-4,-16,-6,4,0
COc1ccc(C2C(C(N)=O)=C(C)Nc3nc(-c4ccccc4)nn32)cc1OC (stereo not given),-2,-9,6,/,16,-3,1,5,-2
Cc1c(C(=O)N2CCN(c3ccccn3)CC2)oc2ccccc12,-2,-1,-3,-0.68,-13,-8,5,5,1
COc1ccc(CCNC(=O)CN(c2ccccc2OC)S(C)(=O)=O)cc1OC,-5,13,-17,0.98,12,7,-11,1,-1
CCOC(=O)c1cc(CC)sc1NC(=O)c1ccc(N2CCOCC2)c([N+](=O)[O-])c1,-11,-5,3,-0.99,-1,35,4,4,0
COc1cccc(C2N(c3ccc(Cl)c(Cl)c3)C(=O)C3CCCN32)c1OC (stereo not given),11,5,-7,0.26,-1,-8,-6,6,0
Cc1nn(Cc2c(Cl)cccc2Cl)c(C)c1NC(=O)c1cn(-c2ccccc2)nc1-c1ccccc1,-12,-3,2,0.35,-3,18,0,10,1
Cc1ccccc1C(=O)c1c[nH]c(C(=O)NCCCn2ccnc2)c1,-11,0,-4,0.63,-13,-2,6,4,2
Cc1cc(NC(=O)c2ccc(NC(=O)CC(C)C)cc2)no1,-9,4,-1,1,-7,-20,-1,-1,0
C/C=C/C=[N+](\[O-])C(C)/C(=N/O)c1ccc(F)cc1 (stereo not given),0,5,-8,2.1,-25,18,6,8,0
CCC(C)C(NC(=O)OC(C)(C)C)C(=O)NC(CC(C)C)C(N)=O (stereo not given),-7,21,-26,0.35,-5,14,7,9,1
Cc1ccc(-c2cn3cccnc3n2)cc1NC(=O)c1ccc(Br)o1,-12,-2,-1,-0.29,-17,3,3,4,0
CN(C)Cc1ccc(O)c(CCc2ccccc2)n1,-8,0,-3,0.03,-13,10,-4,-2,1
C=CCOc1c(Cl)cc(CNCCC)cc1Cl,0,0,4,0.22,4,3,7,3,-2
O=S(=O)(NCC1CCCO1)c1cc(Cl)ccc1Cl (stereo not given),-8,-14,14,0.5,-17,-14,-3,10,-1
N#C[C@@H]1[C@@H]2C(=O)N(c3ccc4c(c3)OCCO4)C(=O)[C@@H]2C2c3ccccc3C=CN21 (stereo not given in full),-14,11,-7,/,-5,11,2,42*,16
Cc1c(Cl)cnc(NC(=O)COC(=O)CCS(=O)(=O)c2ccccc2)c1Cl,6,2,0,-0.16,-8,-29,-1,5,2
Cc1ccc(Cn2ccc(NC(=O)c3c(-c4ccccc4Cl)noc3C)n2)cc1,-12,-2,0,-1.2,-10,7,-10,6,4

# Following part
SMILES,PLK1 kinase inh,PTPN22 act,LYP inh 2,Pyk2 oligo antag,PLK1 PBD inh,cytoskel mod,EphB4 antag,Rev-RRE block,FAK inh
Cn1c(=O)c2c(-c3ccccc3)n(N3CCOCC3)cc2n(C)c1=O,-4,-12,9,0.05,-6,4,-3,-2,6
CCC(=O)Nc1ccc(N2CCCCC2)c(C(=O)Nc2ccccc2C)c1,-5,-6,8,-1.2,-5,1,6,4,0
Cc1ccnc(NC(=O)C2CCN(S(=O)(=O)c3cccc4nsnc34)CC2)c1,-1,8,-11,-0.06,16,4,1,6,8
CCOc1cc(/C=N/n2cnnc2)ccc1OC(=O)c1cccc([N+](=O)[O-])c1,-8,1,3,0.94,1,-26,12,19,10
O=S(=O)(Nc1nccs1)c1ccc(NS(=O)(=O)c2cccs2)cc1,-10,-2,-1,0.35,-2,-3,3,5,4
COc1ccc(S(=O)(=O)N2CCC(C(=O)Nc3cccc(Cl)c3)CC2)cc1OC,5,-3,1,0,-5,-29,-7,13,2
CCc1c(O)nc(SC2CC(=O)N(c3ccccc3)C2=O)[nH]c1=O (stereo not given),-9,-5,8,0.42,4,3,-5,1,1
CC(C)(C)NC(=O)Cc1ccc(S(=O)(=O)N2CCCC2)s1,1,0,0,2,-15,-11,-9,11,4
CCOc1ccc(NC(=O)CN2CCN(CC(=O)Nc3ccc(F)cc3)CC2)cc1,-3,-9,6,0.45,-4,8,3,4,-1
CCCn1c(=NC(C)=O)c(C(=O)OCC)cc2c(=O)n3ccccc3nc21,-5,18,-21,-0.04,-20,-1,-6,9,8
O=C(CSc1nc(-c2ccccc2)cc(=O)[nH]1)NCc1ccc2c(c1)OCO2,19,3,-6,-0.44,-32,-6,1,7,-5
COc1cccc2c1OCC1COc3c(c(=O)n(C)c(=O)n3C)C21 (stereo not given),2,-3,2,0.96,14,-13,5,15,-2
O=C(NCCc1ccccc1)C1CCCN(S(=O)(=O)c2cccs2)C1 (stereo not given),-9,2,-3,/,7,-17,6,5,3
Cc1ccccc1C(=O)N/N=C/c1ccncc1,-11,-1,6,0.22,0,12,0,3,0
COc1ccc(NC(=O)c2c(NC(=O)CNCc3ccco3)sc3c2CCC3)cc1,-14,-7,6,-0.28,-6,/,-4,-6,-6
CCC(=O)Nc1ccc2c(c1)C(=O)c1ccccc1C2=O,-4,-10,14,-0.54,3,3,3,3,9

# Structures shown so far containing an NH in an aromatic ring:
SMILES,PLK1 kinase inh,PTPN22 act,LYP inh 2,Pyk2 oligo antag,PLK1 PBD inh,cytoskel mod,EphB4 antag,Rev-RRE block,FAK inh
Cc1nnc(NC2CCCCC2)[nH]c1=O,-10,-10,5,0.57,-2,-4,5,-2,0
Cc1ccc(NC(=O)CSc2n[nH]c(-c3ccncc3)n2)cc1,-7,7,-7,-0.71,4,-21,0,8,4
CCOCCCNc1ncnc2c1[nH]c1ccccc12,-2,-4,2,0.81,3,-14,-4,9,-4
CS(=O)(=O)Nc1ccc(-c2n[nH]c(=S)n2-c2ccccc2)cc1,-7,1,-4,-0.2,2,-20,2,5,-2
Cc1ccccc1C(=O)c1c[nH]c(C(=O)NCCCn2ccnc2)c1,-11,0,-4,0.63,-13,-2,6,4,2
CCc1c(O)nc(SC2CC(=O)N(c3ccccc3)C2=O)[nH]c1=O (stereo not given),-9,-5,8,0.42,4,3,-5,1,1
O=C(CSc1nc(-c2ccccc2)cc(=O)[nH]1)NCc1ccc2c(c1)OCO2,19,3,-6,-0.44,-32,-6,1,7,-5

# Compound activity (PubChem BioAssay)
